DRD3 antagonist: blocks the human D3 dopamine receptor | P35462 | max response, negative = inhibition, % | D3R cells, DiscoveRx beta-arrestin luminescence, antagonist mode; active compounds read low | 360,000 tested, 2.5% active; in the data active means max response below about -50%; inconclusive means no clear call, values can overlap the other calls; further: on the % scale 0 is the no-effect control and ±100 the full control effect; mostly tested at two doses, the higher about 12 µM
Target sequence (P35462 whole entry, looked up): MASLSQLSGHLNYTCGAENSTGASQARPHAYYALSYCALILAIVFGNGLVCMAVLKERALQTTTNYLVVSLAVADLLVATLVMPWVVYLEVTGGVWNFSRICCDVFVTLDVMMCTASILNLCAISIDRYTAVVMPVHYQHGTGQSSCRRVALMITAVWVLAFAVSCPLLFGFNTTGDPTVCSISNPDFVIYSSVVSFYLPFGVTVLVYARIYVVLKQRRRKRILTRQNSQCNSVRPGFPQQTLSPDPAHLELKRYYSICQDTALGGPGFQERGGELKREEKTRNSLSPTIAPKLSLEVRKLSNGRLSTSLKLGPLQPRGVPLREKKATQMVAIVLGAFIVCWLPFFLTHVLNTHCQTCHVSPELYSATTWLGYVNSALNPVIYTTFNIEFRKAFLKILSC
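Cells plated overnight at 1500 cells/well, then exposed to library compounds with dopamine controls for 90 minutes at 37 degrees C. DiscoveRx reagent added for 30–60 minutes at room temperature; luminescence read, quantitative HTS format.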
aSyn yeast inh: inhibitors of alpha-synuclein toxicity in yeast | Yeast expressing alpha-synuclein, growth rescue, BacTiter-Glo, 24 h | Potency, µM (top dose mostly 46.1 µM), without a hit: top-dose growth rescue (activation), usual class: activators | 370,000 tested, 0.14% active | AID 652106; further: potency means the concentration at half of the fitted maximal effect; % of control where 0% means no effect; nearly all actives have a fitted effect of over 65% in size
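Rescue of yeast growth: cells expressing toxic alpha-synuclein, induced in galactose at OD600 0.02, incubated with compound 24 h at 30 C. ATP luminescence quantified growth; inhibitors of toxicity appear as activators.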
D3 ag: activates the human D3 dopamine receptor | P35462 | D3R DiscoveRx beta-arrestin cells, luminescence, 90 min | 410,000 tested, 0.58% active | max activation, %; in the data active means max activation above about 30%; further: 0% is about no effect; mostly tested at two doses, the higher about 12 µM
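Agonist mode: compounds and dopamine controls were applied to plated cells for 90 min at 37 degrees C after an overnight attachment at 1500 cells/well. Luminescent read-out followed 30 - 60 minutes at room temperature with DiscoveRx detection reagent.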
FUS yeast rescue: suppressors of FUS proteinopathy in yeast | S. cerevisiae FUS-expressing, growth rescue, OD600, 24 h | 390,000 tested, 0.24% active | Potency, µM (series often up to 76.6 µM), for inactives: top-dose growth rescue (activation), most hits filed as activators | AID 1347120;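 further: potency means the concentration at half of the fitted maximal effect; plate controls were DMSO vehicle for no effect and reference control for full effect; nearly all actives have a fitted effect of over 55% in size; some results filed as inactive show a strong effect at the top dose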
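Cultures pregrown in 2.5% raffinose medium are shifted to minimal medium containing 2% galactose to express toxic FUS. Compounds are tested at several concentrations. After 24hr at 30C, growth is quantified at 600 nm absorbance.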
EPAC2 ag: agonists of human EPAC2 (RAPGEF4); 360,000 tested, 0.079% active; Potency, µM (highest dose often 154 µM), for the others: top-dose activation, hits mostly activators; EPAC2 activation, biochemical qHTS; response scale: 100% = 6.5 mM cAMP response; Q8WZA2; AID 720711; further: potency means the concentration at half of the fitted maximal effect; nearly all actives have a fitted effect of over 50% in size
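Exchange assay: 100 nM EPAC2 with 250 nM Rap1B-BODIPY-GDP and 50 uM GDP. Fluorescence (ex 480/em 540 nm) read every 5 min for 30 min at room temperature. Data normalized to 6.5 mM cAMP as agonist control.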
TDP-43 yeast inh: rescues yeast growth from TDP-43 toxicity. AID 652104. 410,000 tested, 1.8% active. TDP-43 expressing yeast growth rescue, BacTiter-Glo, 24 h. Potency, µM (doses to about 46.1 µM), for inactives: at the top dose growth rescue (activation), most hits filed as activators; further: potency means the concentration at half of the fitted maximal effect; % of control where 0% means no effect; nearly all actives have a fitted effect of over 50% in size
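Luminescence from BacTiter-Glo reports growth of TDP-43-expressing yeast after 24 hr at 30 deg C with compound. Cells were raffinose-pregrown to mid-log, then seeded in galactose medium at OD600=0.02.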
EPAC2 antag: blocks human EPAC2 exchange factor. EPAC2 GEF exchange of Rap1B-BODIPY-GDP, fluorescence. Q8WZA2. Potency, µM (titrated, usually from 114 µM), inactives show top-dose activity, negative = inhibition, hits mostly inhibitors. 360,000 tested, 0.18% active; further: potency means the concentration at half of the fitted maximal effect; on the % scale 0 is the no-effect control and ±100 the full control effect; nearly all actives have a fitted effect of over 45% in size; many of its hits are not listed in these tables
Abeta yeast res: compounds reversing amyloid beta toxicity in yeast. yeast expressing A-beta42, growth rescue, OD600, 48 h; response scale: 0% DMSO, 100% iron-clioquinol control. Potency, µM (doses to about 46.1 µM), for the others: at the highest dose growth rescue, usual class: activators. 410,000 tested, 0.063% active; further: potency means the concentration at half of the fitted maximal effect; nearly all actives have a fitted effect of over 55% in size
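Yeast A-beta toxicity model in growth medium with pinned compounds, 48 h at 30 C; growth read as absorbance at 600 nm. Normalized to FeCl3/clioquinol equimolar mix (positive) and DMSO (negative).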
Numbers without * were called inactive; ? = inconclusive; · = no result given; [ ] = another dose, or the depositor's remark. Unless noted, the call rests on the fitted dose curve; in most records, active means well fitted curve in the direction sought with a large enough effect; inconclusive means small, poorly fitted or top-dose-only effect, or another doubt; inactive means no such curve, though single readings can be large; an effect the other way counts as inactive or inconclusive. Only part of the results is shown; the hit share may differ from the screen's.

| mol | TDP-43 yeast inh | DRD3 antagonist | D3 ag | FUS yeast rescue | Abeta yeast res | EPAC2 antag | EPAC2 ag | aSyn yeast inh |
| --- | --- | --- | --- | --- | --- | --- | --- | --- |
| COc1cc(-c2nnc(SCC#CCO)o2)cc(OC)c1OC | 10% | 9 | 4 | -11% | 11% | -3% | 2% | 0% |
| CCc1ccc(NC(=O)c2cc3ccccn3n2)cc1 | 0% | · | -4 | 2% | -15% | · | · | · |
| Cc1cc(/C=C(\C#N)C(=O)Nc2ccccc2)c(C)n1-c1ccc(F)cc1 | -1% | · | -6 | 5% | -6% | · | · | · |
| Cc1cc(C)cc(-n2c(SCC(=O)N3CCCCCC3)nc3c([nH]c4ccccc43)c2=O)c1 | 24% | · | -2 | -16% | -1% | · | · | -6% |
| CCc1ccc(CNC(=O)C2CCN(S(=O)(=O)N3CCCCC3)CC2)cc1 | 19% | 3 | -3 | 19% | 9% | 0% | 2% | -4% |
| Cc1ccccc1NC(=O)Nc1nc(C(N)C2CCCCC2)cs1 (stereo unspecified) | -3% | -84* | -11 | 1% | -13% | 4% | 6% | 1% |
| Cc1cc(C(=O)c2ccc3ccccc3c2)c(C)o1 | -8% | 19 | -9 | -19% | -6% | ? | 4% | -6% |
| O=Cc1ccc(-c2nc3ccccc3s2)o1 | -9%[0.397 µM] | 13 | -10 | -4% | -33%[inhibitor] | 1% | -3% | 0% |
| Cn1nc(C(=O)NC2CCCCC2)c2c1-c1ccccc1SC2 | 4% | -19 | -8 | -9% | 4% | -8% | -9% | -2% |
| O=C(CCCN1C(=O)/C(=C\c2ccccc2)SC1=S)Nc1ccc(O)cc1C(=O)O | 8% | 5 | 3 | -17% | -22% | -8% | 2% | 6% |
| Cc1ccc(-c2cn(C[C@H]3CC[C@@H]([C@@H]4CC[C@H](Cn5cc(-c6ccc(C)cc6)nn5)O4)O3)nn2)cc1 | -7% | -6 | 5 | 13% | -11% | 12% | -6% | 7% |
| Cc1ccc2nc(N3CCN(C(=O)C4CC4)CC3)sc2c1 | ? | · | 1 | 0% | -2% | · | · | · |
| FC(F)(F)c1cc(Oc2ccc(Cl)cc2)ncc1-c1nnc(-c2ccc(Cl)cc2)o1 | -4% | 14 | 7 | -17% | 8% | 2% | 6% | -5% |
| Cc1ccc(-n2nnnc2SCC(=O)NNC(=O)c2ccco2)cc1C | -17% | 10 | 4 | 15% | 11% | 11% | 6% | 0% |
| COc1ccc(CCNC(=O)CCn2c(SCC(=O)N3CCCC3)nc3ccccc3c2=O)cc1OC | 15% | 2 | 0 | -20% | 13% | 10% | 5% | -7% |
| COc1cccc(OC)c1C(=O)Nc1c(C(=O)N2CCN(C)CC2)oc2ccccc12 | 11% | 3 | -4 | -22% | 5% | 0% | 0% | 1% |
| COc1cc(C(=O)COC(=O)c2ccncc2)cc(OC)c1OC | -24% | -5 | 2 | 19% | -2% | -5% | 1% | -1% |
| O=C(Nc1ccnc(-c2ccncc2)n1)c1ccccc1Cl | 22% | 0 | 0 | 2% | 1% | -13% | -5% | -9% |
| COc1ccccc1CCN1C(=S)NC(C)(C)CC1(C)O (stereo unspecified) | 0% | -16 | -8 | -12% | -2% | 2% | -3% | 2% |
| COc1ccc(OC)c(NC(=O)COC(=O)CN2C(=O)NC3(CCCC3)C2=O)c1 | -13% | 2 | 1 | · | 4% | 5% | 4% | ? |
| Cn1cc(S(=O)(=O)NCc2cccs2)c(=O)n(C)c1=O | 12% | 8 | 1 | -21% | 4% | 2% | 11% | -1% |
| Cc1cc(C)nc(SCc2ccc(C(=O)O)o2)n1 | 3% | 15 | -3 | 13% | 4% | -2% | 0% | 0% |
| CC1CC(O)C(C)CN1 (stereo unspecified) | -19% | -12 | -3 | -8% | 8% | 17% | 6% | -14% |
| CN1C(C)(C)CC(NC(=O)CCC(=O)NC2CC(C)(C)N(C)C(C)(C)C2)CC1(C)C | -11% | -21 | -5 | · | -11% | -7% | 8% | -3% |
| Cn1c(SCC(=O)NCCN2C(=O)CSC2=O)nc2ccccc2c1=O | -3% | 14 | -2 | 17% | -8% | -1% | 0% | -2% |

Quoted at random: 2 compounds from above
| mol | TDP-43 yeast inh | DRD3 antagonist | D3 ag | FUS yeast rescue | Abeta yeast res | EPAC2 antag | EPAC2 ag | aSyn yeast inh |
| --- | --- | --- | --- | --- | --- | --- | --- | --- |
| Cc1ccc2nc(N3CCN(C(=O)C4CC4)CC3)sc2c1 | ? | · | 1 | 0% | -2% | · | · | · |
| Cc1cc(C)cc(-n2c(SCC(=O)N3CCCCCC3)nc3c([nH]c4ccccc43)c2=O)c1 | 24% | · | -2 | -16% | -1% | · | · | -6% |

The results go on:
| mol | TDP-43 yeast inh | DRD3 antagonist | D3 ag | FUS yeast rescue | Abeta yeast res | EPAC2 antag | EPAC2 ag | aSyn yeast inh |
| --- | --- | --- | --- | --- | --- | --- | --- | --- |
| Cc1cccc(C)c1NC(=O)Nc1nc(C(N)c2ccccc2Cl)cs1 (stereo unspecified) | 3% | 44 | -4 | ? | -5% | -2% | 2% | 3% |
| Cc1cc(C)n(/N=C/c2ccccc2)c(=O)c1C#N | 2% | 14 | 3 | -6% | 27% | 0% | 8% | -5% |
| COCCn1c(SCC(=O)Nc2c(C)n(C)n(-c3ccccc3)c2=O)nnc1-c1ccncc1 | 28% | 12 | 0 | -10% | -13% | 10% | 1% | -8% |
| Cc1ccc(NC(=O)C2CCN(c3nc4ccccc4[nH]3)CC2)c(C)c1 | 9% | · | 1 | 1% | -5% | · | · | · |
| COc1ccc(Cl)cc1S(=O)(=O)Nc1noc2ccccc12 | 10µM* | -7 | 0 | 14% | -12% | 0% | 7% | -13% |
| CSc1ccccc1OCc1cc(C(=O)N2CCC[C@H]2C(N)=O)no1 | 12% | -2 | 0 | -13% | -8% | 1% | 2% | 2% |
| O=C(O)/C=C/C(=O)N1CCN(c2ccc(F)cc2)CC1 | -19% | ? | -6 | 41% | 3% | 5% | 19% | -1% |
| O=C(COC(=O)c1ccc2c(c1)OCCO2)Nc1ccccc1C(F)(F)F | 12% | 15 | 0 | -9% | -1% | 1% | -6% | 1% |
| CCCCN(CC)C(=O)c1cccc(Cl)c1 | -5% | ? | -1 | 31% | -4% | 7% | -1% | 2% |
| COc1ccc(C(CC(=O)Nc2ccc(C(C)=O)cc2)N2Cc3ccccc3C2=O)cc1 (stereo unspecified) | 5% | · | -3 | -7% | -6% | · | · | · |
| Cc1cccc(N2CCN(S(=O)(=O)c3cnc[nH]3)CC2)c1C | 20% | 6 | -2 | -16% | -12% | -2% | -1% | 0% |
| COC(=O)C1=CN(c2ccc(F)cc2)C(N)=C(C#N)C1c1ccccc1 (stereo unspecified) | 9% | -4 | 2 | 6% | -17% | -24% | 5% | 4% |
| Cc1ccc(C(C)C)c(OCC(O)CNC2CCCC2)c1 (stereo unspecified) | 15% | -5 | -1 | -12% | 1% | 22% | 2% | 10% |
| CCN(CC)S(=O)(=O)c1cccc(NC(=O)CCNC(=O)c2ccc([N+](=O)[O-])cc2)c1 | 2% | -1 | 3 | -26% | 5% | -10% | 1% | -1% |
| CCOC(=O)[C@@H]1[C@H]2COc3cc(OC)ccc3[C@@H]2N2C(=O)N(c3ccc(F)cc3)C(=O)[C@@]12C | 15% | 37 | 0 | 14% | -1% | 1% | 11% | 15% |
| CCCCn1c(=O)c(CCC(=O)OCC(=O)Nc2cccc3ccccc23)nc2ccccc21 | 3% | 0 | 0 | 28% | 0% | 4% | 9% | -2% |
| Fc1ccccc1OCCSc1nnnn1-c1ccccc1 | 1% | -15 | -3 | 16% | -17% | -2% | 5% | 2% |
| CCCCn1c(=NC(=O)c2ccc3c(c2)OCO3)c(C#N)cc2c(=O)n3cccc(C)c3nc21 | 3% | -8 | -1 | -17% | 8% | 5% | -8% | -8% |
| O=S1(=O)CCC(=Nc2ccc(Cl)cc2)c2ccsc21 | -13% | -12 | -1 | 9% | -16% | 5% | 9% | -8% |
| CC1CC(C)CN(C(=O)c2ccc(-c3ccc([N+](=O)[O-])cc3)o2)C1 (stereo unspecified) | 14µM* | 6 | 3 | 17% | 11% | -28% | -2% | -15% |
| CSc1nnc2n(C)c3c(c(=O)n12)C1(CCCC1)Cc1ccccc1-3 | 23% | 39 | 0 | 17% | 4% | -4% | 5% | -2% |
| CC(C)(C)OC(=O)NCCCCCC(=O)N/N=C/c1coc2ccccc2c1=O | ? | 19 | 11 | 4% | -32%[inhibitor] | -12% | 3% | -1% |
| CC(C)NC(=O)N(C)C[C@H]1Oc2c(NS(=O)(=O)c3cccs3)cccc2C(=O)N([C@H](C)CO)C[C@@H]1C | -1% | ? | -18 | 1% | -14% | -5% | 7% | 0% |
| COCCNC(=O)CN1C(=O)NC2(CCCc3cc(OC)ccc32)C1=O (stereo unspecified) | 8% | 7 | -1 | 3% | -2% | 2% | 7% | 0% |
| CN1CCN(S(=O)(=O)c2ccc(NC(=O)c3ccccc3Cl)cc2)CC1 | · | 4 | -3 | 10% | 11% | 1% | 7% | -6% |
| CC(C)(C)OC(=O)NC1CONC1=O (stereo unspecified) | -18%[0.397 µM] | -5 | -7 | -13% | -1% | -13% | 3% | -2% |
| COc1ccc(-n2c(-c3ccc(Cl)cc3)cc3c2CC(C)(C)CC3=O)c(OC)c1 | 0% | · | 2 | ? | 13% | · | · | · |
| CCC(=O)N1c2ccccc2CC1C(=O)NCc1ccc(OC(C)C)cc1 (stereo unspecified) | 6% | · | 26 | -13% | -17% | · | · | · |
| C=Cc1ccc(C(=O)N2CCCC(Nc3ccc4c(c3)OCCO4)C2)cc1 (stereo unspecified) | 14% | -1 | 3 | 38% | -19% | 16% | 2% | -4% |
| COc1ccc(NC(c2ccc(F)cc2)c2nnc(-c3ccccc3Cl)o2)cc1Cl (stereo unspecified) | 24% | · | 2 | ? | 5% | · | · | · |
| CC1CC(C)(C)CC2(C1)NC(=O)N(CC(=O)OCC(=O)Nc1cc(S(=O)(=O)N3CCCCC3)ccc1Cl)C2=O (stereo unspecified) | 23% | 57 | 4 | · | 14% | -3% | 0% | 1% |
| CCCCc1c(O)nc(SCC(=O)N2CCOCC2)[nH]c1=O | 19% | 0 | 2 | -2% | 10% | 8% | 3% | 0% |
| Cc1[nH]c2c(C)cccc2c(=O)c1Br | -2% | 12 | -7 | -9% | -10% | -1% | 1% | -7% |
| CCOC(=O)C1CCN(C(=O)c2cc3c(OC)c(OC)c(OC)cc3[nH]2)CC1 | 1% | 10 | -4 | 10% | -4% | -5% | -10% | 10% |
